Bioassay records (PubChem)
ERp5 inh = inhibitors of ERp5-driven insulin aggregation, primary screen, biochemical, turbidity, absorbance 650 nm, single point. 350,000 tested, 0.05% active. AID 651711, 2012. inhibition, % at 9.99 µM. 90 min;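 active = mean replicate inhibition above about 25%, with every replicate also reaching it, limit read from the data, passing the limit was not always enough; inconclusive = only one of those two criteria met; inactive = neither criterion met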
Target sequence (Q15084 whole entry, looked up): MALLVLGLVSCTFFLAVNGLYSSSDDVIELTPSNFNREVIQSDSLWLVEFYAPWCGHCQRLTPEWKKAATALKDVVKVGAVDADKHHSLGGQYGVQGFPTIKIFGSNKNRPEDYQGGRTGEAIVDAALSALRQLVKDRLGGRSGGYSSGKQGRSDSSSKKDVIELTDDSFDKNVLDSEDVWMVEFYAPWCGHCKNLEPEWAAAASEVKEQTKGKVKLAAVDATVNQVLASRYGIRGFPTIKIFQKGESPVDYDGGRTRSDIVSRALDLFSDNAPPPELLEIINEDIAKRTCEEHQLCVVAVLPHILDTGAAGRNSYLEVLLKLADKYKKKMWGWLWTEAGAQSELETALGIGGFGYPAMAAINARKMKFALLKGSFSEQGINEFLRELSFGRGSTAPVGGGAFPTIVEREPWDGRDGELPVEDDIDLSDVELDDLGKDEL
EWS-Fli inh = EWS/Fli-driven NR0B1 reporter inhibitors, primary screen, A673 cells, NR0B1 luciferase, luminescence, MLPCN library. AID 651661, 2012. 350,000 tested, 0.67% active. viability-normalised. inhibition, % at 12.6 µM;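 active = mean inhibition of at least 50% after viability correction, with every replicate also passing that limit; inconclusive = mean reaches 50% but only one of two replicates passes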;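 note: firefly luciferase signal divided by Alamar Blue viability fluorescence both relative to DMSO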
PAX8 reporter = inhibitors of PAX8-driven TPO luciferase reporter, primary screen, RMG-I cells, single concentration | SteadyGlo, 24 h | inhibition, % at 12.6 µM | AID 652154, 2013 | 360,000 tested, 1.2% active;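 active = mean replicate inhibition at least 60% with every replicate also reaching 60%; inconclusive = only one of the two criteria is met; inactive = mean below 60% and not all replicates reaching 60%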;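 note: luciferase light reporting Pax8 driven TPO promoter activity; plate controls were median of neutral control wells for no effect and mitoxantrone controls for full effect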
Xi reactivation = activators of inactive X chromosome reactivation, primary screen, imaging, XiGFP fibroblasts, GFP high-content imaging, set 2; XiGFP mouse fibroblasts, % GFP-positive cells imaging, 3 d; cells co-treated with 5-aza-dC sensitizer; scaled so ellipticine positive control = 100%; activation, % at 7.58 µM; 360,000 tested, 0.055% active;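 active = mean normalized replicate activation at least 10% and every replicate at or above 10%; inconclusive = only one of the two criteria met; inactive = mean below 10% and not all replicates reach 10%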;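 note: 0% = median of on-plate neutral control wells and 100% = ellipticine 6 µM median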
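Material: SV40-immortalized XiGFP fibroblast cells, line 68-5-11 | Buffer or medium: DMEM containing 5-aza-dC | Dosing: One concentration, pinned | Times: 3 d treatment, 15 min room-temperature fixation | Controls: Ellipticine 6 µM positive control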
GSIS activator = GLuc luminescence reporter in INS-1E cells, primary screen for activators of glucose-dependent secretion of insulin; INS-1E GLuc reporter insulin secretion, 2-3 h; activation, % at 16.6 µM; 370,000 tested, 0.61% active;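 active = lowest replicate activation of at least 40%, so every replicate reaches that level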;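 note: 0% = median of neutral control wells and 100% = median of IBMX positive control wells; some compounds called inactive have numbers as strong as hits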
F508del corr = F508del CFTR correction, initial screen, CFBE line, single point; CFBE cells, YFP halide quenching; stimulated with forskolin plus potentiator P3; % fluorescence drop versus neutral controls; activity (quench increase), % at 7.58 µM; 350,000 tested, 0.36% active; AID 720511, 2013;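 active = mean added fluorescence quench of at least 8% versus neutral control, with both replicates also reaching 8%; inconclusive = only one of the mean or replicate conditions met; inactive = mean below 8% and not both replicates reaching 8%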;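 note: cells transiently co-express mutant CFTR-F508del with the halide-sensitive YFP; corrector assay measuring rescue of mutant channel to the surface after 24 h compound exposure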
DENV2 CPE = inhibitors of DENV2 cytopathic effect, primary screen, cell-based, plate reader, single concentration; DENV2-infected cells, cytopathic effect rescue; CPE inhibition, % at 9.99 µM; 350,000 tested, 1.7% active; AID 651640, 2012; in the data active = CPE inhibition above about 20%, passing the limit was not always enough; inconclusive = no clear call, values can overlap the other calls; tested in BHK-21 cells;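 note: 0% = median of neutral control wells and 100% = median of positive control wells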
ARNT TACC3 PPI = disruptors of ARNT/TACC3 protein interaction, primary screen, biochemical, AlphaScreen, single concentration | AlphaScreen His-ARNT PAS-B/GST-TACC3 binding, luminescence; TACC3 fragment carries E629A point mutation | 390,000 tested, 0.66% active | inhibition, % at 9.99 µM | Transforming acidic coiled-coil-containing protein 3 (Homo sapiens), Q9Y6A5 | AID 623870, 2012;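 active = mean inhibition of replicates at least 50% and at least half of replicates each reaching 50%; inconclusive = half or more replicates reach 50% but mean below 50%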;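 note: 0% = complete ARNT plus TACC3 wells and 100% = ARNT alone without TACC3; many hits fall short of the cut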
Numbers without * were called inactive; ? = inconclusive; . = no result given.

Every second line gives: ERp5 inh	EWS-Fli inh	PAX8 reporter	Xi reactivation	GSIS activator	F508del corr	DENV2 CPE	ARNT TACC3 PPI
> CCOc1ccc(-c2ccc(SCC(=O)Nc3nnc(C)s3)nn2)cc1
  1	-12	-53	0.0	5	-1.8	14	3
> COc1ccc2c3c(n(C)c2c1)[C@H](CO)N(C(=O)c1ccccc1)CC31CCN(C)CC1
  0	-17	-50	0.2	14	-2.0	1	.
> C[C@@H]1CN([C@H](C)CO)C(=O)Cc2cc(N(C)C)ccc2O[C@H]1CN(C)S(=O)(=O)c1ccc(F)cc1
  -3	5	-9	-0.7	14	2.7	-4	20
> COc1ccc(CN(C)C[C@H]2OCCCC[C@H](C)Oc3ccc(NC(=O)Nc4c(C)noc4C)cc3C(=O)N([C@@H](C)CO)C[C@H]2C)cc1
  -8	2	0	-0.1	5	0.3	8	8
> NC(=O)C12NC(Cc3ccccc31)c1ccccc12 (stereo not drawn)
  -2	5	.	.	5	0.6	?	.
> CC(C)NC(=O)N(C)C[C@H]1Oc2c(NC(=O)c3ccc(-c4nccs4)cc3)cccc2C(=O)N([C@@H](C)CO)C[C@@H]1C
  -3	4	.	0.0	-1	3.8	-7	.
> COc1cc(CNC(=O)c2cc(-c3cc(OC)ccc3Cl)n[nH]2)cc(OC)c1
  -3	1	7	0.0	4	2.6	8	.
> COc1ccc(NC(=O)Nc2ccc3c(c2)C(=O)N([C@@H](C)CO)C[C@@H](C)[C@H](CN(C)Cc2ccc4c(c2)OCO4)OCCCC[C@@H](C)O3)cc1
  -4	11	-4	0.4	-22	-0.5	-7	14
> CCN(CC)C(=O)/C(NC(=O)c1ccccc1)=C(/Sc1ncccn1)c1ccccc1
  .	.	-2	0.1	4	.	.	-9
> COc1cccc(C2c3cc4c(cc3OC(C)(N3CCCC3)C2C)OCO4)c1O (stereo not drawn)
  0	30	12	0.4	-21	0.3	-1	7
> CCO[C@@H]1OC(C(=O)N2CCN(Cc3ccccc3)CC2)=C[C@H](c2ccc(C(F)(F)F)cc2)[C@H]1CCCO
  -1	8	10	0.2	-40	1.0	0	4
> CN(C)c1ccc(NC(=O)C(=O)C2C(=O)Nc3ccccc32)cc1 (stereo not drawn)
  14	-24	29	0.0	-11	0.0	4	-2
> NC(=O)C1CCN(c2nc(-c3cc4ccccc4o3)cs2)CC1
  -1	-68	-59	0.0	4	-0.4	-2	-4
> COc1cc(Cl)c(C)cc1NC(=O)CC1SC(N2CCOCC2)=NC1=O (stereo not drawn)
  8	0	-5	0.2	8	-1.0	-4	1
> O=C(NCc1ccccc1)C(c1ccc(F)cc1)N(C(=O)c1csnn1)C1CCCC1 (stereo not drawn)
  -2	3	3	0.3	-2	-0.2	11	0
> COc1ccc(CC(=O)Nc2c(C(=O)N3CCN(c4ccccc4OC)CC3)oc3ccccc23)cc1OC
  -1	.	19	0.1	-13	-0.8	?	-2
> COc1ccc(NC(=O)Nc2ccc3c(c2)C(=O)N([C@H](C)CO)C[C@H](C)[C@@H](CN(C)S(=O)(=O)c2ccc(Cl)cc2)O3)cc1
  -8	-5	.	0.1	-19	0.1	-5	0
> COc1ccc(Nc2ncnc3c2c(C)c(C)n3CCO)cc1
  4	-13	-75	0.1	0	-0.6	4	2
> CC1(C(=O)Nc2cccc(OC(F)(F)F)c2)Cc2c(-c3ccc4c(c3)OCO4)ccnc2O1 (stereo not drawn)
  -5	35	14	0.0	-8	0.3	8	.
> C[C@@H]1CN([C@@H](C)CO)C(=O)c2c(c3ccccc3n2C)-c2ccccc2CO[C@@H]1CN(C)S(=O)(=O)c1ccc(F)cc1
  -2	9	.	-0.2	-6	0.6	-13	6
> C[C@@H]1CN([C@H](C)CO)C(=O)c2cc(Br)cnc2O[C@@H]1CN(C)S(=O)(=O)c1ccc(F)cc1
  1	-3	.	-1.3	3	-2.4	5	.
> Nc1ccccc1Nc1cc(-c2ccccc2)nn1-c1cccc(Cl)c1
  12	-7	21	0.0	0	1.0	20*	6
> C[C@H](CO)N1C[C@H](C)[C@H](CN(C)Cc2cccnc2)OCc2ccccc2-c2c(n(C)c3ccccc23)C1=O
  1	6	9	-0.1	31	2.7	3	-2
> O=C1C(=O)N(c2ccccn2)C(c2ccc(F)cc2)/C1=C(/O)c1ccc(Br)cc1 (stereo not drawn)
  -9	2	31	0.0	.	2.3	-1	-7
> CC(C)(C)S(=O)(=O)N1C[C@@H]2CC(=O)C(CCO)=C2[C@H]1CCO
  2	-3	3	0.1	-5	-3.9	0	.
> C[C@@H]1CN([C@H](C)CO)C(=O)c2cc(NC(=O)Cc3cn(C)c4ccccc34)ccc2O[C@@H]1CN(C)Cc1ccc(Cl)c(Cl)c1
  -2	-2	.	-1.2	-12	8.1*	2	0
> COc1cc(NC(=O)c2ccc3c(c2)S(=O)(=O)N=C2CCCCCN23)cc(OC)c1
  3	-9	2	0.3	38	-1.2	0	5
> O=C1CS(=O)(=O)c2ccccc2N1
  4	-10	-5	0.4	10	.	-5	26
> O=C(Nc1c2c(nc3ccccc13)CCCC2)c1ccccc1F
  1	-9	27	-0.1	.	-2.4	.	-22
> COc1cc(/C=C2\C(=O)NN(c3ccccc3)C2=O)cc([N+](=O)[O-])c1O
  -8	-5	10	0.0	-10	.	4	-5
> O=C(/C=C/CCc1ccc2c(c1)OCO2)N1CCCCC1
  9	-18	.	.	13	0.8	-9	-3
> CCOc1ccc2[nH]c(C(=O)N/N=C/c3ccccc3OC)cc2c1
  2	40	3	-0.1	-17	3.6	8	19
> CCOC(=O)C1=C(C)N(CCCC(=O)O)C(=O)NC1c1ccc([N+](=O)[O-])cc1 (stereo not drawn)
  15	-3	-14	0.1	12	-0.8	102*	-5
> COc1cc(/C=N\NC(=O)c2ccc(-c3ccccc3)cc2)cc(OC)c1O
  -13	-11	75*	0.5	13	-4.5	-1	-3
> O=C(Nc1ccc(N2CCCC2)cc1)c1cc([N+](=O)[O-])ccc1N1CCOCC1
  6	.	-2	0.0	2	-0.5	0	-3
> O=S(=O)(NCc1ccccc1Cl)c1ccc(-n2cnnn2)cc1
  5	-1	-2	0.2	10	0.0	-2	3
> O=C(N[C@@H]1CC[C@@H](CC(=O)N2CCCCC2)O[C@H]1CO)c1ccc2c(c1)OCO2
  -3	-3	0	-0.1	-5	-0.2	-6	-1
> COCCNC(=O)/C(C#N)=C/c1cccs1
  6	-25	-15	0.0	-1	1.6	-5	-5
> COc1ccccc1CNC(=O)c1cc(-c2ccc(F)cc2OC)n[nH]1
  1	0	-11	0.0	4	1.4	-12	.
> COc1cccc(N(CC(=O)N2CCOCC2)S(C)(=O)=O)c1
  9	2	30	0.2	.	-0.2	?	-1
> CC(C)NC(=O)N(C)C[C@@H]1Oc2ncc(C#CC3CCCC3)cc2C(=O)N([C@@H](C)CO)C[C@H]1C
  -2	0	.	0.5	-6	-1.5	2	-3
> C/C(CC(=O)Nc1ccc(N(C)C)cc1)=N\NC(=O)c1ccncc1
  0	2	-6	0.0	-6	-1.6	.	13
> Cc1ccccc1NC(=O)C(C)Sc1nnc(CN2CCCC2)n1Cc1ccccc1 (stereo not drawn)
  0	-5	8	0.0	-6	1.0	-2	.
> Cc1ccc(S(=O)(=O)Nc2ccc3c(c2)C(=O)N([C@H](C)CO)C[C@@H](C)[C@H](CN(C)C)O3)cc1
  1	-2	-2	0.2	6	-1.4	4	-4
> O=[N+]([O-])c1ccccc1/C=C/c1ccc2ccccc2n1
  1	-38	-42	0.1	7	-0.4	5	7
> O=C(NCCCCCCCN1CCCCCCC1)C(C1CCCCC1)C1CCCCC1
  6	26	.	0.3	.	3.8	-6	.
> COc1ccc(S(=O)(=O)N(C)C[C@@H]2Oc3c(NC(=O)C4CCOCC4)cccc3C(=O)N([C@H](C)CO)C[C@@H]2C)cc1
  -2	12	.	-0.6	-4	1.7	7	3
> Cc1cc(NC(=O)CSc2nc3c(sc4ccccc43)c(=O)n2CCCN2CCOCC2)n[nH]1
  6	.	48	.	19	.	.	0
> CC(Cc1ccccc1)Nc1ncnc2c1ncn2C1OC(CO)C(O)C1O (stereo not drawn)
  -1	-26	-25	0.2	.	1.8	?	1
> CCCOc1ccc(N2CC(C(=O)Nc3ccc(N4CCOCC4)cc3)CC2=O)cc1 (stereo not drawn)
  1	-5	-16	-0.1	.	3.3	-1	-5
> Cc1cc(=O)[nH]c(SCC(=O)NN(c2ccccc2)c2ccccc2)n1
  -4	8	0	0.2	8	1.4	3	-1
> COc1ccc(C(C(=O)NCC2CCCO2)N(C(=O)CNC(=O)c2ccco2)c2ccc(C)c(C)c2)cc1OC (stereo not drawn)
  1	-1	6	0.2	-7	0.2	-3	-1
> COc1ccccc1CCNC(=O)CSc1ccc(-c2cccs2)nn1
  -5	6	14	0.0	17	1.8	-3	2
> O=C(C[C@@H]1C[C@@H]2c3cc(NC(=O)C4CCC4)ccc3O[C@@H]2[C@H](CO)O1)NCc1ccc2c(c1)OCO2
  -4	4	-3	0.1	7	-3.7	3	-4
> CC(=O)c1cccc(NC(=O)COC(=O)CC2CC3CCC2C3)c1 (stereo not drawn)
  1	-2	-15	0.0	-27	0.5	-3	-2
> Cc1cc(Cl)ccc1NC(=S)NCC(C)C
  -3	6	-2	-0.1	13	.	3	4
> O=C(O)C(Cc1ccccc1)N1C(=O)C2CCCCC2C1=O (stereo not drawn)
  0	9	8	0.1	9	-3.7	-3	-8
